KKLEB tox = counter-screen for CF NF-kB inhibitors: cytotoxicity. KKLEB CF airway cells viability, ATPlite luminescence, overnight; stronger effect = lower value; cells stimulated with P. aeruginosa culture filtrate. actives 0.36% (n = 360,000). activity change (cytotoxicity), % at 5 µM. AID 602141;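 active means corrected activity change at or below -50% at 5 µM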
Peg3 promoter = reduces Peg3 promoter-driven luciferase expression in HeLa. actives 1.7% (n = 360,000). inhibition, % at 20 µM. HeLa PEG-Prom luciferase reporter, luminescence, overnight. AID 588405;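 active means inhibition of at least 50% at 20 µM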
HIF-2a inh = HIF-2a inhibition. 786-0 RCC cells HIF-2a reporter, luciferase luminescence, overnight. inhibition, % at 18.8 µM. actives 0.72% (n = 360,000);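 active means inhibition of the luminescence signal of 40% or more relative to plate controls, in a single-dose primary screen at 18.75 µM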
Shn3 3UTR inh = Schnurri-3 reporter inhibition in Clone20 osteoblasts; inhibition, % at 12.5 µM; actives 0.52% (n = 360,000); AID 588674; Clone20 osteoblast Shn3 3'UTR firefly luciferase, 24 h;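 active means mean inhibition of at least 75% with every replicate also reaching 75%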;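 further: 0% = median of neutral control wells and 100% = pilot-screen positive control compound; some compounds past the cut are filed as inactive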
LMP1 NFkB inh = reduces LMP1-driven NF-kappaB luciferase signal. inhibition, % at 12.5 µM. actives 0.69% (n = 350,000). LMP1-induced NF-kappaB luciferase reporter cells, luminescence; in the data active means inhibition above about 41%;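 further: 0% = neutral control wells and 100% = reference inhibitor control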
NR2E3 ag-1 = human photoreceptor-specific nuclear receptor agonism; Q9Y5X4; CHO-S Gal4-NCOR/VP16-NR2E3 two-hybrid, luciferase; inhibition of corepressor binding, % at 3.98 µM; actives 0.35% (n = 360,000); AID 602229;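 active means inhibition above the mean of all tested compounds plus 3 SD, cut at about 70% in these data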;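 further: 0% = DMSO with NR2E3 transfected cells and 100% = cells lacking NR2E3 construct; higher means lower luciferase signal from less NR2E3 corepressor binding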
Target sequence (Q9Y5X4 whole entry, looked up, the tested form may be a part): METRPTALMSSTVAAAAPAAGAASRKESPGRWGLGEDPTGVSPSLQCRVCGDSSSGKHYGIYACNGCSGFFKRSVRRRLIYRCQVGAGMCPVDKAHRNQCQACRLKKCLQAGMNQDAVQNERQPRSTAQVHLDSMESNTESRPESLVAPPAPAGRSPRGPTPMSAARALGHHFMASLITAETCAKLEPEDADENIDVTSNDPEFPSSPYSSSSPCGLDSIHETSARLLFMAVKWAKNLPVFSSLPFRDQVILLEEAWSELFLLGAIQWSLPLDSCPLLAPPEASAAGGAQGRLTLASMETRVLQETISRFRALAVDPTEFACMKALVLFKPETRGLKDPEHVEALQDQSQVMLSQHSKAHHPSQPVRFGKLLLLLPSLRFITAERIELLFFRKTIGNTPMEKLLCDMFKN
hiPSC survival = increases survival of single human iPS cells. hiPSC single-cell survival, ATPlite luminescence; 100% = ROCK inhibitor wells, 0% = DMSO. survival enhancement, % at 20 µM. actives 0.044% (n = 360,000). AID 602274; in the data active means survival enhancement above about 18%;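 further: cells exposed to compounds for 16 hours before the ATP read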
TRPM1 prom inh = inhibitors of MITF-driven TRPM1 promoter in melanoma cells; SK-MEL-5 TRPM1 promoter luciferase, 24 h; inhibition, % at 12.5 µM; actives 0.83% (n = 330,000); AID 488899;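 active means mean inhibition across replicates of 60% or more, whatever share of single replicates reaches that level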; further: values of inactives mirror those of a sister screen read the other way
NR2E3 ag-2 = activates human photoreceptor nuclear receptor NR2E3; Q9Y5X4; GST-NR2E3/biotin-RetCOR TR-FRET, 1536-well; inhibition of corepressor binding, % at 4.78 µM; actives 0.12% (n = 320,000); AID 2300;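 active means percent inhibition above the cutoff of mean plus 3 SD of all tested compounds, set per screening campaign, cut at about 20% in these data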;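 further: 0% = DMSO wells and 100% = biotin wells as full block of FRET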
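Test system: GST-NR2E3 and biotin-RetCOR proteins | Quantity: 1.35 nM GST-tagged NR2E3 final | Medium: Tris pH 7.5 | Also added: 7 nM biotin-RetCOR | Dosing: Compound at 4.8 µM, single dose | Timing: 5 h at 4 °C | Detection: Time-resolved FRET | Read-out basis: Percent inhibition | Benchmarks: Biotin wells as high control, 0.6% DMSO wells as low control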
CF NFkB inh = blocks PAF-induced NF-kB reporter in cystic fibrosis cells. KKLEB NF-kB-GFP reporter, GFP fluorescence overnight. inhibition, % at 5 µM. actives 0.86% (n = 360,000);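 active means at least 50% inhibition at 5 µM, scaled per plate between neutral and stimulator controls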;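 further: PAF is a Pseudomonas aeruginosa culture filtrate used as stimulus; plate controls were PAF-stimulated DMSO wells for no effect and unstimulated DMSO wells for full effect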
TRAIL sens C8 = caspase-8 TRAIL sensitization; actives 1% (n = 360,000); NB7+C8 cells + TRAIL, ATPlite viability luminescence; AID 624354; inhibition (viability loss, TRAIL sensitization), % at 10 µM;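 active means compounds causing at least 50% loss of cell viability in the single-dose screen, relative to plate controls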
* hit, by the source's call. The list is partial, so the mix of outcomes need not match the whole.

What do the screens show for `Cc1ccc(C(=O)Nc2c(N)nc(SCC(=O)NCC3CCCO3)[nH]c2=O)cc1` (stereo not given)?
KKLEB tox: 5; Peg3 promoter: 6; HIF-2a inh: 7; Shn3 3UTR inh: 8; LMP1 NFkB inh: 5; NR2E3 ag-1: -1; hiPSC survival: 0.4; TRPM1 prom inh: 4; NR2E3 ag-2: 2; CF NFkB inh: -1; TRAIL sens C8: -5

What do the screens show for `CCn1c(C)c(CS(=O)(=O)c2ccccc2)[nH]c1=O`?
KKLEB tox: 18; Peg3 promoter: 12; HIF-2a inh: 16; Shn3 3UTR inh: -2; LMP1 NFkB inh: 11; NR2E3 ag-1: 22; hiPSC survival: -0.9; TRPM1 prom inh: 2; NR2E3 ag-2: 0; CF NFkB inh: 1; TRAIL sens C8: -4

How did COC(=O)c1cc(OC)c(OC)cc1NC(=S)N1CCCCC1 do in these assays?
KKLEB tox: 1; Peg3 promoter: 14; HIF-2a inh: 11; Shn3 3UTR inh: 0; LMP1 NFkB inh: -6; NR2E3 ag-1: -3; hiPSC survival: 1.1; TRPM1 prom inh: 19; NR2E3 ag-2: -1; CF NFkB inh: -3; TRAIL sens C8: -3

Results for COc1cccc(CNC(=O)CSc2ccc(-c3ccccn3)nn2)c1 ?
KKLEB tox: 10; Peg3 promoter: -3; HIF-2a inh: -6; Shn3 3UTR inh: -11; LMP1 NFkB inh: 1; NR2E3 ag-1: 3; hiPSC survival: -0.3; TRPM1 prom inh: 4; NR2E3 ag-2: 1; CF NFkB inh: 0; TRAIL sens C8: -15

How did Cc1cc(NC(=O)CSc2nnc(-c3ccco3)n2Cc2ccccc2)no1 do in these assays?
KKLEB tox: 2; Peg3 promoter: 32; HIF-2a inh: 29; Shn3 3UTR inh: 7; LMP1 NFkB inh: -4; NR2E3 ag-1: -7; hiPSC survival: 6.5; TRPM1 prom inh: -7; NR2E3 ag-2: 4; CF NFkB inh: -10; TRAIL sens C8: 6

What do the screens show for `CC(C)NC(=O)NS(=O)(=O)c1cnccc1NC1CC2CCC1C2` (stereo not given)?
KKLEB tox: -1; Peg3 promoter: 4; HIF-2a inh: 7; Shn3 3UTR inh: 6; LMP1 NFkB inh: -1; NR2E3 ag-1: -10; hiPSC survival: -0.7; TRPM1 prom inh: 8; NR2E3 ag-2: 0; CF NFkB inh: 4; TRAIL sens C8: -5

How did Cc1cc(S(=O)(=O)N2CCCC2)ccc1OCC(=O)NCc1ccccn1 do in these assays?
KKLEB tox: 7; Peg3 promoter: 19; HIF-2a inh: 9; Shn3 3UTR inh: -8; LMP1 NFkB inh: 0; NR2E3 ag-1: -8; hiPSC survival: -0.6; TRPM1 prom inh: 6; NR2E3 ag-2: 3; CF NFkB inh: -7; TRAIL sens C8: -7

What do the screens show for `Cn1c(SCC(=O)NCc2ccco2)nc2ccccc2c1=O`?
KKLEB tox: -9; Peg3 promoter: 2; HIF-2a inh: 18; Shn3 3UTR inh: -3; LMP1 NFkB inh: 2; NR2E3 ag-1: -14; hiPSC survival: -0.6; TRPM1 prom inh: 8; NR2E3 ag-2: -2; CF NFkB inh: -14; TRAIL sens C8: -9

How did NC(=O)c1ccccc1OCC(=O)N1CCC(Cc2ccccc2)CC1 do in these assays?
KKLEB tox: -3; Peg3 promoter: 6; HIF-2a inh: 14; Shn3 3UTR inh: 76; LMP1 NFkB inh: 27; NR2E3 ag-1: 77*; hiPSC survival: -4.0; TRPM1 prom inh: 31; NR2E3 ag-2: 2; CF NFkB inh: 15; TRAIL sens C8: 20

How did C=CC[C@H](CC(=O)NCCO)C(=O)N[C@H](COC(=O)[C@H](CC=C)CC(=O)OC(C)(C)C)c1ccccc1 do in these assays?
KKLEB tox: 6; Peg3 promoter: -11; HIF-2a inh: 5; Shn3 3UTR inh: -5; LMP1 NFkB inh: 1; NR2E3 ag-1: -4; hiPSC survival: 1.1; TRPM1 prom inh: -8; CF NFkB inh: 2; TRAIL sens C8: 2

What do the screens show for `Cc1cc(NC(=O)COC(=O)CCCOc2ccc(Cl)cc2C)no1`?
KKLEB tox: -1; Peg3 promoter: -2; HIF-2a inh: 19; Shn3 3UTR inh: 14; LMP1 NFkB inh: -6; NR2E3 ag-1: -22; hiPSC survival: 2.5; TRPM1 prom inh: 9; NR2E3 ag-2: -2; CF NFkB inh: -12; TRAIL sens C8: 11

What do the screens show for `O=C(NCCc1c[nH]c2ccccc12)c1cc(S(=O)(=O)N2CCCCC2)ccc1N1CCOCC1`?
KKLEB tox: 4; Peg3 promoter: -1; HIF-2a inh: 5; Shn3 3UTR inh: -8; LMP1 NFkB inh: -3; NR2E3 ag-1: -7; hiPSC survival: -2.0; TRPM1 prom inh: 7; NR2E3 ag-2: 5; CF NFkB inh: 0; TRAIL sens C8: -13

What do the screens show for `O=C(O)c1ccc(CSCc2ccccc2F)o1`?
KKLEB tox: -10; Peg3 promoter: -6; HIF-2a inh: 21; Shn3 3UTR inh: -3; LMP1 NFkB inh: 4; NR2E3 ag-1: -21; hiPSC survival: 3.7; TRPM1 prom inh: 13; NR2E3 ag-2: -3; CF NFkB inh: 22; TRAIL sens C8: -11

How did COc1cc(C(=O)NC2CC3CCCC(C2)N3CC(=O)Nc2ccccc2)cc(OC)c1OC (stereo not given) do in these assays?
KKLEB tox: -4; Peg3 promoter: 9; HIF-2a inh: 7; Shn3 3UTR inh: 2; LMP1 NFkB inh: 10; NR2E3 ag-1: 9; hiPSC survival: -2.0; TRPM1 prom inh: 2; NR2E3 ag-2: 1; CF NFkB inh: 2; TRAIL sens C8: -1

Results for CN(C)S(=O)(=O)c1ccc(N2CCCC2)c(C(=O)NCCc2ccc(F)cc2)c1 ?
KKLEB tox: 14; Peg3 promoter: 6; HIF-2a inh: -4; Shn3 3UTR inh: -6; LMP1 NFkB inh: -2; NR2E3 ag-1: 7; hiPSC survival: -0.3; TRPM1 prom inh: 11; NR2E3 ag-2: 3; CF NFkB inh: 4; TRAIL sens C8: -2

Results for CCn1c(SCC(=O)Nc2ccc(OCc3ccccc3)cc2)nnc1-c1ccco1 ?
KKLEB tox: -5; Peg3 promoter: -50; HIF-2a inh: -73; Shn3 3UTR inh: 12; LMP1 NFkB inh: 4; NR2E3 ag-1: -29; hiPSC survival: 1.9; TRPM1 prom inh: -14; NR2E3 ag-2: -1; CF NFkB inh: -2; TRAIL sens C8: -2

Results for Nc1nc(-c2ccccc2)c(-c2ccccc2)n1N ?
KKLEB tox: 6; Peg3 promoter: -21; HIF-2a inh: -30; Shn3 3UTR inh: -6; LMP1 NFkB inh: -1; NR2E3 ag-1: 4; hiPSC survival: -0.7; TRPM1 prom inh: 2; NR2E3 ag-2: -1; CF NFkB inh: -2; TRAIL sens C8: -7

How did Cc1cc(NC(=O)CSc2ccc3nnc(-c4ccccc4)n3n2)no1 do in these assays?
KKLEB tox: 11; Peg3 promoter: 24; HIF-2a inh: 9; Shn3 3UTR inh: 9; LMP1 NFkB inh: 5; NR2E3 ag-1: -14; hiPSC survival: 0.1; TRPM1 prom inh: 3; NR2E3 ag-2: 3; CF NFkB inh: -1; TRAIL sens C8: 13

What do the screens show for `COc1ccc(C(=O)Nn2cnnc2)c(OC)c1`?
KKLEB tox: 6; Peg3 promoter: 13; HIF-2a inh: 15; Shn3 3UTR inh: -21; LMP1 NFkB inh: -2; NR2E3 ag-1: -23; hiPSC survival: 0.3; TRPM1 prom inh: -9; NR2E3 ag-2: 0; CF NFkB inh: -11; TRAIL sens C8: -5

How did Cn1nccc1C(=O)Nn1cnnc1 do in these assays?
KKLEB tox: -2; Peg3 promoter: 6; HIF-2a inh: 12; Shn3 3UTR inh: -7; LMP1 NFkB inh: 2; NR2E3 ag-1: -38; hiPSC survival: 1.4; TRPM1 prom inh: 6; NR2E3 ag-2: -2; CF NFkB inh: -12; TRAIL sens C8: 11

How did Cc1ccccc1C(=O)NC1CC2CCCC(C1)N2Cc1ccc(Cl)cc1 (stereo not given) do in these assays?
KKLEB tox: 2; Peg3 promoter: 4; HIF-2a inh: 14; Shn3 3UTR inh: -14; LMP1 NFkB inh: 7; NR2E3 ag-1: 13; hiPSC survival: -0.3; TRPM1 prom inh: 2; NR2E3 ag-2: 1; CF NFkB inh: 2; TRAIL sens C8: -20

Results for O=C(CNC(=O)c1ccc(Br)o1)NCC1CCCCC1 ?
KKLEB tox: -4; Peg3 promoter: -9; HIF-2a inh: 0; Shn3 3UTR inh: -1; LMP1 NFkB inh: -7; NR2E3 ag-1: -18; hiPSC survival: -0.5; TRPM1 prom inh: -2; NR2E3 ag-2: 6; CF NFkB inh: 9; TRAIL sens C8: -7

How did COc1ccc(C2=NOC(C(=O)NC(C)(C)C)C2)cc1 (stereo not given) do in these assays?
KKLEB tox: 13; Peg3 promoter: -12; HIF-2a inh: -13; Shn3 3UTR inh: -7; LMP1 NFkB inh: -2; NR2E3 ag-1: 2; hiPSC survival: 6.3; TRPM1 prom inh: 2; NR2E3 ag-2: 3; CF NFkB inh: -8; TRAIL sens C8: 5

What do the screens show for `COc1ccc(CN2CCN(CC(O)Cn3c4ccccc4c4ccccc43)CC2)cc1` (stereo not given)?
KKLEB tox: -14; Peg3 promoter: 46; HIF-2a inh: 3; Shn3 3UTR inh: 3; LMP1 NFkB inh: 7; NR2E3 ag-1: -11; hiPSC survival: -3.1; TRPM1 prom inh: -9; NR2E3 ag-2: 3; CF NFkB inh: 16; TRAIL sens C8: 2

What do the screens show for `CCn1c(COc2ccc(C)cc2)nnc1SCC(=O)Nc1cc(OC)ccc1OC`?
KKLEB tox: 16; Peg3 promoter: 18; HIF-2a inh: 22; Shn3 3UTR inh: 20; LMP1 NFkB inh: 2; NR2E3 ag-1: -7; hiPSC survival: -0.9; TRPM1 prom inh: 5; NR2E3 ag-2: 2; CF NFkB inh: 15; TRAIL sens C8: 3

What do the screens show for `O=C(/C=C\Nc1ccccn1)c1ccccc1`?
KKLEB tox: -4; Peg3 promoter: -5; HIF-2a inh: -12; Shn3 3UTR inh: 16; LMP1 NFkB inh: 33; NR2E3 ag-1: -191; hiPSC survival: -3.1; TRPM1 prom inh: 28; NR2E3 ag-2: 1; CF NFkB inh: 1; TRAIL sens C8: 56*

Results for COc1ccc(-c2ccc3c(c2)S(=O)(=O)c2cccc(C(=O)N4CCN(c5ccc(Cl)cn5)CC4)c2C3=O)cc1OC ?
KKLEB tox: -9; Peg3 promoter: 7; HIF-2a inh: 2; Shn3 3UTR inh: -3; LMP1 NFkB inh: 16; NR2E3 ag-1: -7; hiPSC survival: -1.3; TRPM1 prom inh: 12; CF NFkB inh: 14; TRAIL sens C8: 13

What do the screens show for `O=C(Nc1ccc([N+](=O)[O-])cc1)c1cc(-c2ccccn2)nc2c(Cl)cccc12`?
KKLEB tox: -24; Peg3 promoter: 25; HIF-2a inh: 14; Shn3 3UTR inh: -6; LMP1 NFkB inh: -26; NR2E3 ag-1: -7; hiPSC survival: 0.2; TRPM1 prom inh: -2; NR2E3 ag-2: 4; CF NFkB inh: 32; TRAIL sens C8: 10

Screening results as filed in PubChem BioAssay.
